Screening data as filed in PubChem.
NTR1 ag: NTR1-driven beta-arrestin-GFP spot formation – imaging, U2OS cells, high content, primary screen (AID 493036); activation, % at 20 µM; agonist mode; 0.17% of 330,000 active;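 active = activation at or above 40% of the spot to cytoplasm intensity ratio, with at least 20 cells analyzed; inconclusive = wells under 20 cells, flagged as cytotoxic or low count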;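 also: 0% = DMSO without peptide and 100% = 100 nM NTR1 peptide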
Target sequence (P30989 whole entry, looked up): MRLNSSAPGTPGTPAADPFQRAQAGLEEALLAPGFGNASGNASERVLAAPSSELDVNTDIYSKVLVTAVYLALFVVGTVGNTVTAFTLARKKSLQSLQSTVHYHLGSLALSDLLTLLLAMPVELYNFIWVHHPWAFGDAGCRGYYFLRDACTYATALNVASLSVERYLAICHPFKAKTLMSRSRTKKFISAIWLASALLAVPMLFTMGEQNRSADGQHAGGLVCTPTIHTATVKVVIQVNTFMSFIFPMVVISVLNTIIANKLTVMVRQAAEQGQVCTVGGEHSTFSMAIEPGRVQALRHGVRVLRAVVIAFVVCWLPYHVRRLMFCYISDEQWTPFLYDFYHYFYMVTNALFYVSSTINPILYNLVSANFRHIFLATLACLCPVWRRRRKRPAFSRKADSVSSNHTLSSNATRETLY
GPR55 beta-arrestin: GPR55 agonists via beta-arrestin recruitment, primary screen, imaging, U2OS cells, beta-arrestin-GFP redistribution (AID 1961). U2OS GPR55 beta-arrestin-GFP redistribution imaging; higher % means a stronger effect. one-dose activation, % at 10 µM; EC50 in µM for titrated hits. 0.048% of 290,000 active;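 active = activation above 40% with more than 50 cells counted in the well; inconclusive = wells holding fewer than 50 cells, flagged as toxic or sparse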;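 also: U2OS osteosarcoma cells stably expressing GPR55 and beta-arrestin-GFP; plate controls were DMSO negative control for no effect and LPI positive control for full effect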
GPR55 LPI antagonism: inhibition of LPI-stimulated GPR55 beta-arrestin translocation – imaging, U2OS, beta-arrestin-GFP, LPI agonist, primary screen (AID 2013) | U2OS GPR55 beta-arrestin-GFP translocation imaging, LPI antagonism; higher % means a stronger effect | inhibition, % at 10 µM; hits with a dose series show IC50 in µM | 0.13% of 290,000 active;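 active = spots per cell inhibited over 60%, with over 100 cells counted and total cytoplasm intensity under 500,000; inconclusive = wells with under 100 cells, flagged as likely toxic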;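 also: U2OS cells stably carrying GPR55 and arrestin-GFP stimulated by 5 µM LPI near EC80; imaged beta-arrestin-GFP aggregate spots per cell after agonist stimulation; plate controls were LPI-stimulated DMSO wells for no effect and DMSO wells without LPI for full effect; some results filed as inactive read as strong as hits; confirmed hits need IC50 under 10 µM and bright autofluorescent wells are also inconclusive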
Large T inhibition: TAg ATPase/helicase activity blockers – biochemical (AID 1903) | SV40 large T antigen ATPase/helicase inhibition assay; higher % means a stronger effect | one-dose inhibition, % at 20 µM; IC50 in µM for titrated hits | 0.39% of 310,000 active; in the data active = a potency from the dose series; inconclusive = inhibition mostly from about 32% at the one dose, without a potency; inactive = the rest, 99 in 100 with inhibition below about 32%; also: strong numbers were not always called active
Rac1 GTP hydrolysis: MgcRacGAP GTPase-activating activity inhibitors, confirmation, biochemical, ADP Hunter fluorescence; MgcRacGAP-stimulated Rac1 GTP hydrolysis, ADP Hunter fluorescence; higher % means a stronger effect; GST-tagged Rac1 F28L mutant substrate; one-dose inhibition, % at 30 µM; IC50 in µM for titrated hits; 0.6% of 340,000 active;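 active = first-screen hits whose inhibition reached a set limit at any dose in the follow-up dose series; inconclusive = inhibition above the set first-screen limit but never retested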;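 also: fluorescence reports GDP produced by GAP-driven GTP hydrolysis; strong numbers were not always called active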
Lipid droplet: hepatic lipid droplet formation modulation; AML12 mouse hepatocytes, oleate lipid droplets, BODIPY imaging; inhibition, % at 6.5 µM; 0.4% of 240,000 active; AID 1656;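 active = lipid droplet intensity inhibited by at least 50%, with more than 500 cells counted; inconclusive = wells with under 300 cells, treated as cytotoxic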
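Test system: AML12 hepatocytes (mouse); reagent: oleate loading, 100 µM; dosing: one dose, 6.5 µM compound; incubation: overnight exposure; signal: fluorescence imaging, 20x objective, two fields per well; read-out basis: % inhibition of corrected integrated BODIPY droplet signal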
LYP phosphatase: PTPN22 lymphoid phosphatase activity blockers – biochemical, fluorescence intensity, uHTS (AID 1779); inhibition, % at 11.5 µM, or IC50 in µM where a hit was titrated; 0.054% of 290,000 active; recombinant LYP phosphatase, fluorescence intensity; higher % means a stronger effect; in the data active = inhibition above about 50%;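 also: plate controls were vehicle with enzyme for no effect and no enzyme for full effect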
T cell modulator: T cell immune modulation candidate | AID 2052 | 2C CD8+ T cell-vesicle binding, flow cytometry; stronger effect = lower value | 0.068% of 330,000 active | calls only at 7 µM;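 active = response, share of CD8 T cells binding vesicles, and their 90th percentile fluorescence all below set limits, cut at about 80% in these data, passing the limit was not always enough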
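Test system: purified 2C TCR transgenic mouse naive CD8+ T cells. Probe or stimulus: QL9-peptide-loaded Drosophila micro-vesicles bearing Ld, ICAM-1 and B7-1. Incubation: binding step 1.5 h, 37 °C, antibody labelling 20 min, ice. Measured by: flow cytometry of vesicle-bound cells.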
GPR35 antagonists: GPR35 antagonists blocking zaprinast-driven arrestin recruitment, primary screen, imaging, U2OS, beta-arrestin-GFP, zaprinast agonist (AID 2058). one-dose inhibition, % at 10 µM; IC50 in µM for titrated hits. U2OS GPR35 beta-arrestin-GFP translocation imaging, zaprinast antagonism; higher % means a stronger effect. 0.052% of 290,000 active;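 active = inhibition of at least 50% with at least 30 cells and total cytoplasm GFP at most 10,000,000; inconclusive = under 30 cells or total GFP of 10,000,000 plus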
Lipid droplet cells 6.5 µM: also measured in Lipid droplet; calls as there; cell count; measured here: cell count, cytotoxicity flag;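 cells counted across two imaged fields per well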
T cell modulator vesicle-bound %: further read-out of T cell modulator, marked with its call; double positive events, %; measured here: CD8+ vesicle-bound cell fraction;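 binding gate set so that unloaded-vesicle control wells show 10% double positive cells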
NTR1 ag cell count 20 µM: recorded beside NTR1 ag, whose call it bears; cell count; measured here: cell count, cytotoxicity flag
Numbers without * were called inactive; i = inactive; ? = inconclusive; / = not tested or not shown.

1) CCOC(=O)C1CCN(C(=O)c2ccc(OCC(=O)Nc3cccc(C(F)(F)F)c3)c(OC)c2)CC1
2) Cc1cccc(/C=C2/S/C(=N/N=C3\CC4CCC3(C)C4(C)C)NC2=O)c1 (stereo not given)
3) Clc1ccc(-c2nsc(N3CCOCC3)n2)c(Cl)c1
4) Cc1c2cnn(-c3ccccc3)c(=O)c2c(C)n1CCCC(=O)N1CCN(C2CCCCC2)CC1
5) O=C(NCC1CCCO1)c1ccccc1-c1nc(-c2ccc(Cl)cc2)no1 (stereo not given)
6) CSc1nc(Sc2ccc(Cl)cc2)c2ccccc2n1
7) Cc1ccc(C(=O)O)cc1NC(=O)C1CCCN1S(=O)(=O)c1cccc2nsnc12 (stereo not given)
8) CCOC(=O)c1c(C)oc2c1c(C=NCCO)c(O)c1ccccc12
9) COCc1ccc(CN2CCC(CO)(CC3CCCCO3)CC2)o1 (stereo not given)
10) COc1ccc(C/C(N)=N/OC(=O)c2ccco2)cc1OC
assay / compound | 1 | 2 | 3 | 4 | 5 | 6 | 7 | 8 | 9 | 10
Lipid droplet cells 6.5 µM | / | / | 754 | 684 | 649 | / | / | 663 | 736 | 727
LYP phosphatase | / | 10% | -6% | 1% | -5% | 2% | -3% | 3% | -3% | -4%
GPR35 antagonists | / | 1% | -2% | 9% | -8% | -4% | 15% | -10% | -4% | 25%
GPR55 beta-arrestin | / | 0.9% | -0.1% | -1.9% | 0.2% | -0.1% | -0.1% | 0.2% | 0.0% | -0.2%
Rac1 GTP hydrolysis | 4% | 3% | 9% | -2% | 10% | 15% | 5% | -4% | 2% | 3%
Large T inhibition | 4% | -2% | 2% | 9% | 3% | -1% | 2% | 0% | 24% | 15%
NTR1 ag | 5.9 | 14 | -0.9 | 0.6 | -0.1 | 8.3 | 3.0 | / | -0.1 | 1.0
T cell modulator vesicle-bound % | 53 | 32 | 24 | 53 | 19 | 34 | 50 | / | 29 | 52
GPR55 LPI antagonism | / | 36% | 2% | 8% | -12% | 17% | -4% | -15% | -2% | 4%
T cell modulator | i | i | i | i | i | i | i | / | i | i
NTR1 ag cell count 20 µM | 39 | 48 | 47 | 46 | 32 | 33 | 59 | / | 38 | 49
Lipid droplet | / | / | 26 | 5 | -1 | / | / | 2 | 0 | 1

The list goes on (2 carried over from the part before).
9) COCc1ccc(CN2CCC(CO)(CC3CCCCO3)CC2)o1 (stereo not given)
10) COc1ccc(C/C(N)=N/OC(=O)c2ccco2)cc1OC
11) O=C(c1ccccn1)C1CCCN(Cc2cn[nH]c2-c2cc3ccccc3o2)C1 (stereo not given)
12) Cc1ccc(C)c(N=Cc2c(O)c3ccccc3oc2=O)c1
13) CC(=O)c1cccc(S(=O)(=O)N(CCCO)Cc2cc3ccc(C)cc3[nH]c2=O)c1
14) Cc1nc(N/N=C/c2ccccc2)nc(N(C)c2ccccc2)c1[N+](=O)[O-]
15) CC(c1cccs1)N(Cc1ccco1)C(=S)Nc1ccc(F)c(Cl)c1 (stereo not given)
16) Cc1cc(NC(=O)COC(=O)COc2cccc3c2OC(C)(C)C3)no1
17) COC(=O)c1ccccc1NC(=O)C12CC3CC(C1)CC(n1cnc(Cl)n1)(C3)C2
18) Cc1onc(-c2c(F)cccc2Cl)c1C(=O)NCc1ccccc1
19) Cc1ccc(/C=N/NC(=O)c2ccccn2)o1
20) Cc1ccccc1N(C(=O)Cn1nnc2ccccc21)C(C(=O)NCc1ccco1)c1ccncc1 (stereo not given)
assay / compound | 9 | 10 | 11 | 12 | 13 | 14 | 15 | 16 | 17 | 18 | 19 | 20
Lipid droplet cells 6.5 µM | 736 | 727 | 586 | 847 | / | / | 747 | / | 745 | 881 | 577 | /
LYP phosphatase | -3% | -4% | 0% | -10% | -4% | 9% | -3% | -8% | 4% | -11% | 1% | -8%
GPR35 antagonists | -4% | 25% | -4% | 8% | -13% | -9% | -1% | 1% | -6% | 9% | -16% | 7%
GPR55 beta-arrestin | 0.0% | -0.2% | 0.0% | -0.2% | 0.6% | 0.3% | 0.1% | 0.0% | -0.3% | -0.1% | 0.5% | -0.2%
Rac1 GTP hydrolysis | 2% | 3% | 10% | 7% | 5% | 7% | -2% | 6% | 12% | 10% | 6% | 11%
Large T inhibition | 24% | 15% | 12% | -2% | 9% | 8% | 7% | 8% | 11% | 0% | 17% | 1%
NTR1 ag | -0.1 | 1.0 | 1.0 | 0.5 | -2.0 | 2.3 | 4.8 | -0.3 | 3.5 | -0.4 | 0.6 | -0.9
T cell modulator vesicle-bound % | 29 | 52 | 59 | 20 | 8 | 6 | 57 | 35 | 13 | 35 | 5 | 29
GPR55 LPI antagonism | -2% | 4% | -6% | 5% | 20% | 10% | 24% | 12% | 4% | 3% | -6% | 3%
T cell modulator | i | i | i | i | i | i | i | i | i | i | i | i
NTR1 ag cell count 20 µM | 38 | 49 | 78 | 51 | 57 | 83 | 57 | 85 | 93 | 62 | 56 | 62
Lipid droplet | 0 | 1 | -3 | 0 | / | / | 21 | / | -18 | -4 | 27 | /

21) Cc1cc(=O)n2[nH]c(C(=O)O)nc2n1
22) CC(C)Cc1nc2oc3c(NCC4CCCO4)ncnc3c2c2c1CCC2 (stereo not given)
23) COc1ccc(-n2cc(CNCCc3cnc[nH]3)c(-c3cccc(F)c3)n2)cc1
24) CCOc1ccc(N=C(NC#N)SCC)cc1
25) Cc1ccc(C2(CCNS(=O)(=O)c3ccc(C)cc3)CCOC(C(C)C)C2)cc1 (stereo not given)
26) CCN1C(=O)c2ccc(C(=O)Nc3ccc(O)cc3C)cc2C1=O
27) Cc1ccc(CNCc2cc3c(C(C)(C)C)nn(-c4ccccc4)c3[nH]c2=O)cc1
28) COCCNC(=O)COc1cccc(Oc2ccccc2)c1
29) CC1CN(c2ccc(S(=O)(=O)N3CCCC3)cn2)CC(C)O1 (stereo not given)
30) Cc1ccc2[nH]c3c(c2c1)CCN(C)C3
assay / compound | 21 | 22 | 23 | 24 | 25 | 26 | 27 | 28 | 29 | 30
Lipid droplet cells 6.5 µM | / | / | 711 | 721 | 493 | 817 | 770 | / | 733 | 781
LYP phosphatase | -4% | -4% | -8% | -9% | -4% | -4% | -2% | -9% | -8% | -12%
GPR35 antagonists | 18% | -1% | -7% | -3% | -14% | 2% | 11% | -17% | 8% | 10%
GPR55 beta-arrestin | 0.3% | -0.3% | 0.2% | -0.1% | -0.4% | -0.1% | -0.2% | -0.1% | 0.7% | 0.3%
Rac1 GTP hydrolysis | 15% | 5% | 5% | 4% | 8% | 108µM* | 0% | 13% | 1% | 0%
Large T inhibition | 11% | 13% | 3% | 0% | -4% | 25% | 3% | 5% | 0% | 8%
NTR1 ag | 1.6 | 7.3 | 6.0 | -2.1 | 16 | -0.2 | 17 | -0.9 | -1.2 | -0.3
T cell modulator vesicle-bound % | 40 | 29 | 56 | 25 | 39 | 40 | 16 | 41 | 37 | 51
GPR55 LPI antagonism | 9% | 16% | -1% | 10% | -1% | -13% | 1.9µM* | -5% | -5% | -22%
T cell modulator | i | i | i | i | i | i | i | i | i | i
NTR1 ag cell count 20 µM | 52 | 75 | 36 | 81 | 59 | 56 | 28 | 45 | 62 | 70
Lipid droplet | / | / | 1 | -11 | 16 | -2 | -9 | / | -17 | -3

31) COCCCNC(=O)CSc1nc2c(sc3ccccc32)c(=O)n1CCCC(=O)NCC1CCCO1 (stereo not given)
32) O=[N+]([O-])c1cc(/C=N\Nc2ccccn2)ccc1Cl
33) O=C(CN1CC(c2ccccc2)CC1=O)OCc1ccccc1F (stereo not given)
34) COC(=O)CN1C(=O)S/C(=C/c2cc(C)n(C)c2C)C1=O
35) Cc1cc(C)c2c(=O)n(CC(=O)N3CCC(N4CCCCC4)CC3)sc2n1
36) CCOc1ccc(C(=O)N2CCN(c3ccccn3)CC2)cc1
37) Cc1cccc(C(C)C)c1NC(=O)COC(=O)CN1C(=O)C2CC=CCC2C1=O (stereo not given)
38) O=C(NC1CCCCCCC1)C1c2ccccc2C(=O)N1Cc1cccs1 (stereo not given)
39) CCOC(=O)/C(=N/Nc1ccc(Cl)cc1)S(=O)(=O)c1ccccc1
40) C=CCOC(=O)C1=C(C)NC(C)=C(C(=O)OCC=C)C1c1cccs1
41) O=C(Nc1ccc(O)cc1)/C(=C\c1ccncc1)NC(=O)c1ccccc1
assay / compound | 31 | 32 | 33 | 34 | 35 | 36 | 37 | 38 | 39 | 40 | 41
Lipid droplet cells 6.5 µM | 658 | 826 | 748 | / | / | 770 | / | 577 | 707 | / | 596
LYP phosphatase | -6% | -5% | 0% | 1% | -2% | -3% | / | 0% | -4% | -4% | -7%
GPR35 antagonists | -3% | 12% | 9% | -5% | 15% | 10% | / | 9% | -4% | 3% | 10%
GPR55 beta-arrestin | 0.0% | 1.3% | -0.2% | -2.0% | -0.1% | -0.1% | / | 0.1% | 0.5% | -0.1% | -0.4%
Rac1 GTP hydrolysis | 5% | 6% | 3% | 7% | ? | 4% | 4% | -7% | 1% | 9% | ?
Large T inhibition | 17% | -4% | -8% | 26% | 28µM* | 8% | 8% | 22% | 7% | -4% | 28µM*
NTR1 ag | -1.0 | -0.7 | -0.4 | 4.6 | 10 | -0.6 | -0.4 | -2.5 | 1.7 | 7.8 | -0.2
T cell modulator vesicle-bound % | 66 | 55 | 46 | 44 | 50 | 59 | 28 | 38 | 37 | 48 | 68
GPR55 LPI antagonism | 4% | -3% | 4% | 19% | -9% | 3% | / | 6% | 8% | 57% | 10%
T cell modulator | i | i | i | i | i | i | i | i | i | i | i
NTR1 ag cell count 20 µM | 83 | 64 | 45 | 81 | 43 | 60 | 50 | 46 | 55 | 60 | 51
Lipid droplet | -3 | 0 | 15 | / | / | 3 | / | 13 | -2 | / | -36

Compounds as they come; 1.8% or so of the library scored in one or more.
